HT1080NT lethal = kills 2HG-producing HT-1080-NT fibrosarcoma cells | HT-1080-NT fibrosarcoma viability, CellTiter-Glo ATP luminescence, 48 h | Potency, µM (top dose mostly 46.1 µM), for inactives: at the highest dose activity, negative = less viability, hits mostly cytotoxic | actives 1.6% (n = 360,000);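 further: NT is the 2HG producing partner of a matched IDH1 knockdown line; potency means the concentration at half of the fitted maximal effect; 0% = DMSO-treated cells and -100% = media-only wells without cells; nearly all actives have a fitted effect of over 55% in size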
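HT-1080-NT; 750 cells/well; 5% FBS RPMI; 48 h compound, 37 degrees C; CellTiter-Glo luminescence; curve fitting and curve-class assignment.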
IL1B secr inh = inhibitors of inflammasome signaling (IL-1 beta secretion); activity change, % at 57.5 µM; THP-1 LPS/ATP IL-1B secretion, AlphaLISA, 16 h; stronger effect = lower value; actives 4.7% (n = 360,000); AID 743279; in the data active means activity change below about -50%; inconclusive means mostly about -30% to -49%; further: on the % scale 0 is the no-effect control and ±100 the full control effect
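THP-1 cells pretreated 1 hr with compounds (up to 57.5 uM final), then stimulated with LPS (250 ng/mL final) plus ATP (1.25 mM final); secreted IL-1B measured by AlphaLISA after 16 hr, decreased signal indicating inhibition.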
HT1080 IDH1KD tx = HT-1080 IDH1 knockdown cell toxicity (counter line). HT-1080 IDH1 knockdown viability, ATP luminescence, 48 h. Potency, µM (highest dose often 46.1 µM), without a hit: at the highest dose activity, negative = toxicity, usual class: cytotoxic. actives 2% (n = 360,000). AID 686971;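 further: potency means the concentration at half of the fitted maximal effect; 0% = DMSO wells and -100% = cell-free medium wells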
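After a 2 h attachment period, IDH1KD HT-1080 cells took pin-transferred compound for 48 h at 37 °C; ATP-based luminescence after 10 min room-temperature reagent incubation reported viability.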
MCF10A rerep = DNA re-replication induction in MCF 10a cells. MCF 10A DNA re-replication, Hoechst nuclear intensity, 48 h. Potency, µM (titrated, usually from 46.1 µM), without a hit: at the top dose activity, positive = re-replication, hits mostly activators. actives 2.9% (n = 350,000). AID 624296; further: potency means the concentration at half of the fitted maximal effect; % of control where 0% means no effect; nearly all actives have a fitted effect of over 50% in size
ATXN2 expr inh = ATXN2 expression inhibition | HEK-293 ATXN2-luciferase reporter, luminescence, 24 h | Potency, µM (titrated, usually from 57 µM), without a hit: at the highest dose activity change, negative = inhibition, hits mostly inhibitors | actives 0.72% (n = 360,000) | AID 1745845; further: potency means the concentration at half of the fitted maximal effect; on the % scale 0 is the no-effect control and ±100 the full control effect; nearly all actives have a fitted effect of over 55% in size
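ATXN2-luciferase reporter cells (luciferase flanked by upstream and downstream ATXN2 gene portions) were treated 24 h at 37 °C with compounds at up to 57 uM. SteadyGlo luminescence gave expression; GF-AFC fluorescence gave viability.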
SW480 rereplic = inducers of DNA re-replication in SW480 colon cancer cells; Potency, µM (top dose mostly 46.1 µM), for the others: top-dose re-replication activation, usual class: activators; actives 1.8% (n = 340,000); SW480 DNA re-replication, Hoechst DNA content imaging, 48 h; further: potency means the concentration at half of the fitted maximal effect; % of control where 0% means no effect; nearly all actives have a fitted effect of over 55% in size
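Quantitative HTS format with DMSO vehicle controls; 48 hr drug incubation at 37 C, then 40 min Hoechst staining and scanning imager measurement at 405 nm excitation.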
WRN inhibitor = WRN helicase (human) inhibition. WRN helicase unwinding, fluorescent forked duplex, kinetic. Potency, µM (titrated, usually from 114 µM), without a hit: top-dose activity change, negative = inhibition, usual class: inhibitors. actives 0.46% (n = 360,000); further: potency means the concentration at half of the fitted maximal effect; on the % scale 0 is the no-effect control and ±100 the full control effect; nearly all actives have a fitted effect of over 55% in size
Target sequence (Q14191 whole entry, looked up): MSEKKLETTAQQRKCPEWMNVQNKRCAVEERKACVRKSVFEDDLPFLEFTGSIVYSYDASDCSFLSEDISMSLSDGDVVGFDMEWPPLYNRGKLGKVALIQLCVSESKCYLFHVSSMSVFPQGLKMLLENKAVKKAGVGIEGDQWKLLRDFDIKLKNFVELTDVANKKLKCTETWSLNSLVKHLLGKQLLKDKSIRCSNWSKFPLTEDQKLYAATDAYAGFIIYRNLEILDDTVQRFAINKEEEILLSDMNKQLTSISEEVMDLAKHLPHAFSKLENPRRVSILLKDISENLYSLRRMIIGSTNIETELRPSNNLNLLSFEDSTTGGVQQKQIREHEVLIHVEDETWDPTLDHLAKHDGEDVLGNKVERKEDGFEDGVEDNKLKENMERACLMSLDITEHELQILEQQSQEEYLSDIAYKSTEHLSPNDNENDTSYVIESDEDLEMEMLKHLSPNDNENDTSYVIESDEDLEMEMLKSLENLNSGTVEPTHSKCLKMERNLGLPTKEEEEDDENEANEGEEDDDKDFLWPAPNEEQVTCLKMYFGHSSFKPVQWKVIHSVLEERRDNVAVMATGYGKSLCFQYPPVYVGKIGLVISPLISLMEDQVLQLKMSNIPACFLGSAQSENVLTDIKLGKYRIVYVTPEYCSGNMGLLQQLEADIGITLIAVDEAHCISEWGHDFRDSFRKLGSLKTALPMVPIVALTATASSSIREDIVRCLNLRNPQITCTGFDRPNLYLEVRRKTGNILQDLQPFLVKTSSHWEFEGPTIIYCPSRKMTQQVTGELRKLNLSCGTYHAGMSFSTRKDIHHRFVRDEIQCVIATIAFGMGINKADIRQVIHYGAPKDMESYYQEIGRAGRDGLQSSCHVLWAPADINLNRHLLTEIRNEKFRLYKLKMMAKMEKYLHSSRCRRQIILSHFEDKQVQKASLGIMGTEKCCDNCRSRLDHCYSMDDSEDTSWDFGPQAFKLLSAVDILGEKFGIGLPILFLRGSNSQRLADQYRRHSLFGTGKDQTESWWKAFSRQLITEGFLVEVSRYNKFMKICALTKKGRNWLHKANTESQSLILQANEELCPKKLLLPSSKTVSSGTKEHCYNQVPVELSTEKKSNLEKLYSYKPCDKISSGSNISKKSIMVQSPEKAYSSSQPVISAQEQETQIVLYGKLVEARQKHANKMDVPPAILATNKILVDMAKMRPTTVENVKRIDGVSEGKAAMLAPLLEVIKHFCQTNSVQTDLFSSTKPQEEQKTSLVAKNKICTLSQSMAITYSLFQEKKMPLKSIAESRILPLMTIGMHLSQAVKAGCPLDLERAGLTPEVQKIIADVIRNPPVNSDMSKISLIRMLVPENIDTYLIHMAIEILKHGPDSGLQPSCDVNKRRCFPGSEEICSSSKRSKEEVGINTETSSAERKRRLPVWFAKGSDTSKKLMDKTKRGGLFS
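Kinetic fluorescence helicase assay: unwinding of a quenched forked DNA duplex (100 nM final) with 2 mM ATP final raises red fluorescence (525/598 nm). Compounds sat 15 min at room temperature with 20 nM WRN beforehand.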
KB-V1 cytotox = KB-V1 MDR subline cytotoxicity | KB-V1 MDR cells viability, CellTiter-Glo, 72 h | Potency, µM (top dose mostly 46.1 µM), inactives show at the highest dose activity change, negative = cytotoxicity, hits mostly cytotoxic | actives 3.4% (n = 400,000) | AID 1347076; further: potency means the concentration at half of the fitted maximal effect; on the % scale 0 is the no-effect control and ±100 the full control effect; nearly all actives have a fitted effect of over 60% in size
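In this primary screen, KB-V1 cells overexpressing P-gp are incubated with library compounds (lowest to highest concentration) for 72 h at 37 degrees C before a luminescent ATP viability read.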
KB-3-1 tox = KB-3-1 parental cell cytotoxicity; KB-3-1 viability, CellTiter-Glo ATP luminescence, 72 h; Potency, µM (highest dose often 46.1 µM), inactives show at the highest dose activity change, negative = cytotoxic, most hits filed as cytotoxic; actives 1.4% (n = 400,000); further: potency means the concentration at half of the fitted maximal effect; on the % scale 0 is the no-effect control and ±100 the full control effect; nearly all actives have a fitted effect of over 60% in size
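KB-3-1 cells, DMEM (no phenol red) + 10% FBS; compound by pin transfer, 72 h, 37 °C. Readout: CellTiter-Glo luminescence after 10 min. Data normalized, curve-fitted.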
An asterisk follows results filed as active; ? = inconclusive; . = no result given; [ ] = another dose, or the depositor's remark. Unless noted, the call rests on the fitted dose curve; in most records, active means well fitted curve in the direction sought with a large enough effect; inconclusive means small, poorly fitted or top-dose-only effect, or another doubt; inactive means no such curve, though single readings can be large; an effect the other way counts as inactive or inconclusive.

SMILES | HT1080NT lethal | IL1B secr inh | HT1080 IDH1KD tx | MCF10A rerep | ATXN2 expr inh | SW480 rereplic | WRN inhibitor | KB-V1 cytotox | KB-3-1 tox
O=C(N/N=C(/c1ccccc1)c1ccncc1)c1ccc2c(c1)OCO2 | -2% | -1 | 1% | -4% | -12% | -4% | -20% | -6% | -2%
COc1cc(C(=O)Nc2ccc3c(c2)C(=O)c2ccccc2C3=O)cc(OC)c1OC | 7% | -2 | 27% | -3% | 2% | -4% | -13% | -2% | 0%
Cc1nonc1C(=O)N/N=C/c1ccc(O)c(O)c1 | -3% | 29 | -5% | ? | 10% | -2% | 4% | -21% | 4%
COc1ccccc1N(CC(=O)Nc1ccc(S(=O)(=O)N2CCCCC2)cc1)S(C)(=O)=O | -7% | -3 | -11% | 2% | -11% | 1% | -4% | -3% | 0%
COc1ccccc1C(=O)NCCC(=O)NNC(=O)c1ccccc1O | -9% | 16 | -23% | ? | -17% | ? | -8% | ? | 3%
CCc1nc2ccc(C(=O)NC3CCC(C)CC3)cc2nc1CC (centres undefined) | 10% | -3 | 7% | 13% | 5% | 12% | -8% | -31% | ?
Cc1cc[n+](CC(=O)Nc2cccc(C)c2)cc1 | -4% | 2 | -2% | 0% | . | -5% | 7% | 8% | -14%
O=C(CSc1nnc(SCc2ccccc2)s1)N/N=C/C=C/c1ccco1 | -1% | 16 | -17% | ? | -23% | -1% | 40µM* | 1% | 18%
O=C(/C=C/c1ccc(Cl)cc1)Nc1cc(S(=O)(=O)N2CCOCC2)ccc1N1CCOCC1 | -1% | ? | -15% | 11% | 1% | ? | -9% | ? | ?
O=C1CNC(=S)N1Cc1ccccc1 | 0% | -6 | -3% | 17% | -22% | 8% | 5% | -10% | -4%
COc1ccccc1CCNCc1ccc(OC)c(OCc2ccccc2)c1 | ? | -99* | ? | 2% | ? | ? | -8% | 4.6µM* | ?
O=C(O)C1(O)C[C@@H](O)C(O)[C@H](O)C1 (some centres undefined) | -3% | 5 | 15% | 18% | -4% | ? | 0% | 5% | 0%
Cc1c(C(=O)O)sc(S(=O)(=O)N2CCN(C(=O)Cc3ccc(F)cc3)CC2)c1C(=O)O | -3% | 0 | -5% | 0% | -11% | -7% | 0% | 3% | 0%
Cc1ccc(C(=O)NCc2occc2C(=O)O)o1 | -1% | 16 | 3% | 2% | 0% | -5% | -7%[11.6 µM] | -18% | -6%
CC(C)Cc1nn2c(=O)cc(O)nc2s1 | 12% | 14 | 9% | 5% | -37%[11.3 µM] | 6% | -8%[57.1 µM] | 0% | 4%
O=S(=O)(c1cccc(C(F)(F)F)c1)N1CCN(CC(O)COCc2ccccc2)CC1 (centres undefined) | -9% | -19 | -4% | -2% | -10% | -10% | 3% | 3% | 6%
CCCCOc1ccc2c(c1)C(=O)c1cc(O)ccc1-2 | ? | -101* | ? | ? | 19% | 4% | -20% | 7% | -2%
Cc1cc(C)c(OCC(O)CN2CCN(C(=O)c3ccccc3)CC2)c(C)c1 (centres undefined) | -1% | -9 | 1% | 0% | . | 7% | 7% | 1% | -1%
CCCOc1ccccc1N/C(=N\S(=O)(=O)c1ccc(C)cc1)Nc1nc(C)cc(C)n1 | 10% | 13 | 2% | -3% | -7% | 1% | 2% | ? | -18%
O=C(COc1ccc2ccccc2c1)Nc1nc2ccccc2[nH]1 | -26% | -3 | -20% | ? | -18% | -6% | -2% | -1% | 0%
O=C(Nc1nc2ccc(S(=O)(=O)N3CCCC3)cc2s1)c1ccccn1 | 4% | -9 | -1% | -2% | -37% | 9% | -9% | -5% | -59%
COc1ccc(Nc2nc(-c3cccc(OC)c3O)nc3ccccc23)cc1 | -16% | -7 | ? | 9% | -2% | -25% | -18%[57.1 µM] | -23% | -2%
COc1ccc(CCNc2ccc(S(=O)(=O)N3CCCC3)cc2[N+](=O)[O-])cc1 | -21% | -22 | -18% | -3% | -32% | -4% | 2% | ? | -25%
O=C(Nc1ccccn1)c1cc(-c2cccc(Cl)c2)nc2ccccc12 | -3% | 0 | -16% | ? | -21% | ? | -7% | ? | -2%
CC(c1ccco1)N(C(=O)c1ccc(Cl)c([N+](=O)[O-])c1)c1ccccn1 (centres undefined) | -5% | -14 | -10% | ? | 0% | 0% | -5% | -26% | -5%
O=C(c1cc(-c2ccc(O)cc2)on1)N1CCCc2ccccc21 | 9% | 12 | 1% | -10% | 19% | 0% | 0% | -1% | 0%
O=C(NCCO)Nc1ccc2nsnc2c1 | -1% | 18 | 0% | 8% | . | -7% | 7% | 8% | 2%
COc1ccc(-c2noc(CN(C)C(=O)c3ccc4c(c3)OCO4)n2)cc1 | -1% | -2 | 1% | 4% | -14% | -11% | 5% | -19% | -3%
O=C(CSc1ccc(-c2ccc(F)cc2)nn1)N1CCCc2ccccc21 | -2% | 14 | 3% | ? | -5% | 0% | -5% | ? | 5%
COc1cc(-n2c(=O)c3ccccc3n(Cc3cc(=O)n4ccccc4n3)c2=O)cc(OC)c1OC | -9% | -10 | 6% | -17% | -3% | 2% | 5% | -27% | 9%
C/C(=N/NC(=O)COc1cc(C)ccc1C(C)C)C(=O)O | ? | 30 | 6.5µM* | ? | 16% | 9% | -2% | -22% | 7%
Cc1c(C(=O)NC(=S)NCc2cccnc2)oc2ccccc12 | 29% | -2 | ? | 8% | 11% | 0% | 0% | ? | -1%
Cc1ccc(C(=O)N2CCC(C(=O)NC3CCCCCC3)CC2)cc1 | 6% | 21 | -4% | -26% | 5% | -20% | 4% | -6% | 15%
COc1cc(C(=O)NC(=S)NCc2ccco2)cc(OC)c1OC | ? | -8 | ? | ? | 1% | ? | -16% | -18% | 3%
C#CCOCCOCCOCCNc1nc(N2CCN(C(=O)CCCCCCCCCCNC(=O)[C@H](CCCCN)n3cc(CCO)nn3)CC2)nc(N2CCN(C(=O)CCCCCCCCCCNC(=O)[C@H](CCCCN)n3cc(C[C@@H](C)CC)nn3)CC2)n1 | ? | -20 | ? | ? | -24% | -6%[9.22 µM] | 50µM* | 0% | 0%
C/C(=N\NS(=O)(=O)c1ccc(Cl)cc1)c1ccc(NC(=O)c2ccco2)cc1 | 7% | -4 | 19% | 11% | 7% | -4% | -15% | ? | 11%

Entries listed so far with an aryl thioether with sulfur outside any ring, in the order listed:
SMILES | HT1080NT lethal | IL1B secr inh | HT1080 IDH1KD tx | MCF10A rerep | ATXN2 expr inh | SW480 rereplic | WRN inhibitor | KB-V1 cytotox | KB-3-1 tox
O=C(CSc1nnc(SCc2ccccc2)s1)N/N=C/C=C/c1ccco1 | -1% | 16 | -17% | ? | -23% | -1% | 40µM* | 1% | 18%
O=C(CSc1ccc(-c2ccc(F)cc2)nn1)N1CCCc2ccccc21 | -2% | 14 | 3% | ? | -5% | 0% | -5% | ? | 5%

The list continues.
SMILES | HT1080NT lethal | IL1B secr inh | HT1080 IDH1KD tx | MCF10A rerep | ATXN2 expr inh | SW480 rereplic | WRN inhibitor | KB-V1 cytotox | KB-3-1 tox
CCOc1ccccc1C1C2C(=O)N(c3ccccc3)C(=O)C2ON1c1ccccc1 (centres undefined) | 15% | 14 | -12% | -4% | -1% | 1% | -14%[57.1 µM] | 3% | 27%
CCOC(=O)Cc1csc(NC(=O)c2c(-c3c(Cl)cccc3Cl)noc2C)n1 | -8% | 95 | -4% | 5% | ? | 2% | -7% | 6% | 10%
COCCCNC(=O)C[C@@H]1C[C@@]2(C(=O)OC)CC(C)(C)CC=C2N(Cc2cccc3ccccc23)C1=O | -11% | 5 | -14% | . | . | . | 0% | ? | -15%
CCCc1cc(=O)[nH]c(SCC(=O)N2CCN(S(=O)(=O)c3ccc(C)cc3C)CC2)n1 | 0% | 0 | 3% | -2% | 2% | . | -22% | -20% | -2%
O=C(NCCCCO)C(F)(F)C(F)(F)C(F)(F)C(=O)NCCCCO | 20% | 7 | 16% | -9% | 2% | -3% | 10% | 0% | 5%
Cc1ccc(F)c(NC(=O)c2c(-c3ccccc3)noc2C)c1 | -1% | 5 | 6% | -17% | -3% | 2% | 5% | -11% | 1%
COc1ccc(S(=O)(=O)Nc2ccc3c(c2)CC(=O)N([C@H](C)CO)C[C@H](C)[C@H](CN(C)C(=O)Nc2ccc4c(c2)OCO4)O3)cc1 | ? | 6 | 17% | 0% | 11% | -14% | 1% | ? | 14%
NS(=O)(=O)c1cccc(NC(=O)COC(=O)/C=C/c2nc3ccccc3s2)c1 | 7% | 26 | 10% | ? | 9% | -1% | -7% | ? | 1%
CCCCn1c(N)c(N(CC)C(=O)c2cccc(F)c2)c(=O)[nH]c1=O | 25% | -7 | -5% | -3% | -6% | -6% | 4% | -9% | -5%
Cc1ccc2nc(Cl)c(C3CC(c4ccco4)=NN3S(C)(=O)=O)cc2c1 (centres undefined) | 0% | -6 | -2% | -1% | -1% | -8% | -6% | -18% | 13%
CSc1ncccc1C(=O)NCc1nnc2ccccn12 | 16% | -15 | 11% | 0% | 5% | -4% | 9% | 10% | 2%
C=CCN=C(NC#N)SCc1ccccc1Cl | -5% | -16 | -1% | 7% | -14% | -6% | -9% | -5% | 1%
Cc1cc(N(CN2CCCC2=O)C(=O)c2ccccc2)no1 | 4% | 28 | 11% | -1% | . | -16% | -3% | 3% | 0%
Cc1noc(C)c1COc1ccc(CC(=O)NCc2ccccc2)cc1 | ? | 125 | 1.2µM* | 5.8µM* | ? | ? | -8% | ? | ?
Cc1cccc(N=C2NC(=O)CS2)c1 | 7% | -2 | 2% | -5% | 2% | -5% | 8% | ? | 9%
Cc1cc(C)c(S(=O)(=O)NCCC2CCCN2C)c(C)c1 (centres undefined) | -11% | 0 | -12% | 0% | . | -21% | 3% | -2% | -2%
Cc1cccc(NC(=O)NCCCCc2ccccc2)c1 | 14% | -18 | 1% | -14% | 0% | -7% | 0% | 7% | 2%
Cn1nc(OC(=O)Nc2cccc(Cl)c2)cc1C(F)(F)F | -5% | -11 | -15% | 8% | 24% | -3% | -18% | 29% | 5%

Screening results from PubChem BioAssay.

Rows are unselected; any-hit rate near 12%.
